From PubChem
NCI-60 one-dose screen, 48 h, at 10 µM unless noted. Numbers give growth in % (100 = growth as untreated, 0 = no growth, -100 = all killed).
K-562: K-562 leukemia; actives 7.4% (n = 78,000)
MDA-MB-468: MDA-MB-468 breast cancer; AID 2202374; actives 8.5% (n = 78,000)
CCRF-CEM: CCRF-CEM leukemia | actives 7% (n = 77,000) | AID 1794778
MDA-MB-231: MDA-MB-231 breast cancer. actives 5% (n = 81,000)
RPMI-8226: RPMI-8226 leukemia cells | actives 7.5% (n = 77,000)
MCF7: MCF7 breast cancer; AID 1794796; actives 6.3% (n = 82,000)
SR: SR leukemia cells. AID 1794780. actives 8.7% (n = 73,000)
MOLT-4: MOLT-4 leukemia cells. actives 6.9% (n = 80,000). AID 1794779
* marks the source's active call; other numbers are inactive results; . = not tested or not shown; & = joins results of further samples. Rule for the calls: active = growth percent below 10; inactive = the rest.

structure,K-562,MDA-MB-468,CCRF-CEM,MDA-MB-231,RPMI-8226,MCF7,SR,MOLT-4
COc1ccc(C(=O)OC2C(OC3C(O)COC(O[C@H]4C[C@H]5[C@@H]6CC=C7C[C@@H](O)CC[C@]7(C)[C@H]6CC[C@]5(C)[C@H]4[C@H](C)C(=O)CCC(C)C)C3OC(N)=O)OCC(O)C2O)cc1 (some centres not stated),-45*,-25*,-26*,-5.1*,-33*,-21*,-14*,-42*
O=C(Nc1nc(Cl)nc(Nc2ccc(N3CCOCC3=O)cc2)n1)c1ccc(Cl)s1,64,68,81,88,90,59,7.1*,85
CC(=O)c1c([Si](C)(C)C)c(C(=O)c2ccc(Br)cc2)n2ccc(C#N)cc12,78,79,84,88,81,84,77,65
CC(=O)O[C@H]1CC2CCC3C(CC[C@@]4(C)C3C[C@H]([N+]3(C)CCCCC3)[C@@H]4OC(C)=O)[C@@]2(C)C[C@@H]1[N+]1(C)CCCCC1 (some centres not stated),104,103,110,94,110,105,107,104
O=C(/C=C/c1ccccc1)Cc1ccccc1,108,122,91,110,103,112,106,98
C=CC(=O)NC(C)(C)C,107,116,.,105,.,103,102,98
COc1ccc(-n2cnc3c(N)nc(N)nc32)cc1,80,.,104,100,119,102,71,88
COc1ccc(/C=C2\CCCC3=C2N=C2SC=NN2C3c2ccc(OC)cc2)cc1 (configuration not stated),112,98,97,99,88,101,116,117
O=C(N/N=C/c1ccc(-c2cccc([N+](=O)[O-])c2)o1)c1[nH]c2ccc(Br)cc2c1-c1ccccc1,4.7*,-3.9*,-3.0*,6.8*,12,1.2*,.,4.5*
CC1(C2OCCO2)OCCO1,101,101,102,116,105,102,.,99
OC(c1ccccc1)(c1cccnc1)C(O)(c1ccccc1)c1cccnc1 (configuration not stated),112,106,93,98,97,102,93,100
c1ccc2c(c1)Cc1ccccc1N2CCN1CCCCC1,91,99,99,81,87,89,94,83
Nc1ccc(Cc2ccc(N)c(Br)c2)cc1Br,48&44,48&76,25&44,63&72,63&66,82&88,41&68,44&51
CC(=O)N1N=C(c2cccc(OCCCCOc3cccc(C4=NN(C(C)=O)C(c5ccccc5)C4)c3)c2)CC1c1ccccc1 (configuration not stated),33,42,66,68,32,45,47,54
Cn1c2c(c3ccc(Cl)c(Cl)c31)C(CN)C(C)(C)NC2=O (configuration not stated),82,69,125,95,91,88,91,88
CCCn1cnc2c(c1=N)C(c1ccc(OC)cc1)c1sc3c(F)cccc3c1O2 (configuration not stated),59,75,83,75,45,54,77,72
CC(=O)N1CCCC2=C1CCCCCC2,80,108,.,108,111,97,.,65
C=C[C@@H]1C[C@@H]2Cc3c(C)cc(C)cc3N1O2,90,98,-61*,113,75,98,6.7*,-51*
COc1c(N2CC3CCCNC3C2)c(F)cc2c(=O)c(C(=O)Oc3ccc(-c4cssc4=S)cc3)cn(C3CC3)c12 (configuration not stated),.,102,79,90,.,101,.,105
O=C(NNC(=O)c1cnc2nc[nH]n2c1=O)c1ccccc1,.,103,108,117,113,100,.,104
C/C(=N/O)C(=O)NCCCCC(=O)Nc1ccccc1,95,107,105,101,114,93,96,97
[O-][n+]1cc(Cl)cc(Cl)c1,95&104,95&95,102&100,104&105,98&105,98&96,95&103,106&102
Cc1nc2c(c(=O)[nH]1)OCN(Cc1ccccc1)C2,88,108,91,107,101,102,94,96
COc1cccc(C2CC(=O)Nc3cc4c(cc32)CCC4)c1OC (configuration not stated),14,-2.8*,3.8*,60,51,29,3.1*,15
CC(=O)N1N/C(=C2/C(C)=NC(=S)NC2c2ccccc2)CC1c1ccc(Cl)cc1 (configuration not stated),99,107,76,102,79,91,99,101
CO[C@H]1CC(O[C@@H]2/C(C)=C/C[C@@H]3C[C@@H](C[C@]4(CC[C@H](C)[C@@H](C5CCCCC5)O4)O3)OC(=O)[C@@H]3C=C(C)/C(=N/O)[C@H]4OC/C(=C\C=C\[C@@H]2C)[C@]43O)O[C@@H](C)C1O (some centres not stated),-37*,-87*,-48*,-89*,-29*,.,.,-37*
O=C1/C(=C/c2c(Cl)cccc2Cl)CN(S(=O)(=O)c2ccccc2)C/C1=C\c1c(Cl)cccc1Cl,78,80,42,71,63,48,53,53
Fc1cc(CCOc2ncc(Cl)c(-n3cnc4ccccc43)n2)ccn1,101,109,108,99,100,74,95,73
Nc1c(C(=O)Nc2ccccc2)sc2ncccc12,101,115,100,95,90,90,84,100
c1ccc(-c2ccc(-c3nc4cnccn4c3NCCN3CCOCC3)cc2)cc1,88,109,77,81,64,92,.,70
N#CCC(N)=S,99,101,.,96,104,98,97,100
O=C(c1ccc(OCCN2CCCCC2)cc1)c1c(-c2ccc(OS(=O)(=O)C3CCCCC3)cc2)sc2cc(OS(=O)(=O)C3CCCCC3)ccc12,68,100,76,107,48,91,34,73
OCCN1CCN(CCO)C1=S,103,111,98,125,115,108,106,113
CC(CN1CCN(C)CC1)CN1c2ccccc2Sc2ccc(C(F)(F)F)cc21 (configuration not stated),-31*,.,25,28,71,46,-23*,16
COC(=O)C(=O)C(/C=N/C(=S)NC1CCCCC1)=C(\O)c1ccc(F)cc1,99,109,97,101,87,98,101,99
C#CCSc1nnnn1-c1ccccc1,86,22,84,96,72,69,87,88
CCOC(=O)c1cc(-c2cc(C)ccc2C)nc2ccccc12,93,111,100,77,86,92,93,97
COC(=O)[C@]12CC[C@@H](C)[C@H](C)[C@@H]1C1=CC[C@@H]3[C@@]4(C)C(C#N)=CC(C)=C4CC[C@@]3(C)[C@]1(C)CC2,85,77,16,85,77,90,68,79
C[N+](C)(CCOc1ccccc1)Cc1cccs1,90,100,104,113,109,98,94,94
O=C(COc1ccc(C2SCC(=O)N2c2ccc(F)cc2)cc1)c1ccccc1 (configuration not stated),92,89,96,81,87,82,65,93

Nine of the compounds above, with two lines to a compound:
Screens in order – K-562, MDA-MB-468, CCRF-CEM, MDA-MB-231, RPMI-8226, MCF7, SR, MOLT-4
- C/C(=N/O)C(=O)NCCCCC(=O)Nc1ccccc1
    95, 107, 105, 101, 114, 93, 96, 97
- [O-][n+]1cc(Cl)cc(Cl)c1
    95&104, 95&95, 102&100, 104&105, 98&105, 98&96, 95&103, 106&102
- Cc1nc2c(c(=O)[nH]1)OCN(Cc1ccccc1)C2
    88, 108, 91, 107, 101, 102, 94, 96
- COc1cccc(C2CC(=O)Nc3cc4c(cc32)CCC4)c1OC (configuration not stated)
    14, -2.8*, 3.8*, 60, 51, 29, 3.1*, 15
- CC(=O)N1N/C(=C2/C(C)=NC(=S)NC2c2ccccc2)CC1c1ccc(Cl)cc1 (configuration not stated)
    99, 107, 76, 102, 79, 91, 99, 101
- CO[C@H]1CC(O[C@@H]2/C(C)=C/C[C@@H]3C[C@@H](C[C@]4(CC[C@H](C)[C@@H](C5CCCCC5)O4)O3)OC(=O)[C@@H]3C=C(C)/C(=N/O)[C@H]4OC/C(=C\C=C\[C@@H]2C)[C@]43O)O[C@@H](C)C1O (some centres not stated)
    -37*, -87*, -48*, -89*, -29*, ., ., -37*
- O=C1/C(=C/c2c(Cl)cccc2Cl)CN(S(=O)(=O)c2ccccc2)C/C1=C\c1c(Cl)cccc1Cl
    78, 80, 42, 71, 63, 48, 53, 53
- Fc1cc(CCOc2ncc(Cl)c(-n3cnc4ccccc43)n2)ccn1
    101, 109, 108, 99, 100, 74, 95, 73
- Nc1c(C(=O)Nc2ccccc2)sc2ncccc12
    101, 115, 100, 95, 90, 90, 84, 100

(further entries)
structure,K-562,MDA-MB-468,CCRF-CEM,MDA-MB-231,RPMI-8226,MCF7,SR,MOLT-4
CN1CCN(CCCOc2ccc3nc(Nc4ccc(C(F)(F)F)c(Cl)c4)ccc3c2)CC1,-47*,30,3.9*,-53*,-6.9*,-69*,-6.4*,-36*
C=Cc1nn2c(CCC(=O)c3nc4ccccc4[nH]3)nnc2s1,.,110,104,101,110,94,.,102
CCOC(=O)c1c(NCC(=O)Nc2ccc([N+](=O)[O-])cc2Cl)sc(C(C)=O)c1C,114,96,105,101,99,95,92,99
COc1ccc(C(C)=O)c(OC)c1,118,98,103,102,100,92,119,102
CN(C)CCC(=O)C1CCCS1 (configuration not stated),67,108,95,106,83,84,99,96
CCCOc1ccc(-c2nc(-c3ccc(N)cc3)cs2)cc1,85,110,86,99,97,86,74,116
O=C1CC(c2ccccc2)C(c2ccccc2)=NN1 (configuration not stated),109,107,79,94,.,102,94,104
CCc1ccc2c(c1)C1(Oc3c(OC)cccc3C3CC(c4ccc(Br)cc4)=NN31)C(=O)N2 (configuration not stated),103,104,109,93,104,97,108,108
Nc1ccc(-c2cc3c(Nc4ccc(OCc5cccc(F)c5)c(Cl)c4)ncnc3s2)cc1,.,14,24,13,.,26,15,30
O=C(Nc1ccccc1)C(CCCCN1C(=O)c2ccccc2C1=O)N1C(=O)c2ccccc2C1=O (configuration not stated),83,103,100,109,86,101,93,97
CN1C(=O)N(C)C2C1NN=c1s/c(=C\c3ccccc3)c(=O)n12 (configuration not stated),20,24,42,69,62,15,.,58
Clc1ccc2nc(Nc3cccc(Cc4ccccc4)c3)[nH]c2c1,93,106,142,94,132,91,101,91
COc1ccc(/C=N\NC(=O)c2ccc(-c3nc4ccc(C)cc4[nH]3)cc2)cc1,100,108,104,103,96,96,.,105
C=CCOC(=O)/C=C/C(=O)OCC=C,.,107,.,109,103,98,.,.
COc1ccc(OCCC(=O)O)cc1,100,.,97,112,105,94,91,104
CN(N=O)C(=O)NC(C=O)C(O)C(O)C(O)CO (configuration not stated),112,107,105,122,103,109,109,113
CCCOC(=O)N1CCCCC1CCC (configuration not stated),123,102,40,125,89,86,102,104
CCOC(=O)C1C(=O)NC(C(=O)OCC)(C(=O)OCC)C1CC (configuration not stated),114,108,109,99,.,104,107,113
CC(C)C1C(C(=O)c2ccccc2O)=CNc2cc(-c3ccccc3)nn21 (configuration not stated),63,69,85,86,44,82,77,49
O=C(Oc1ccc(CCI)cc1)c1ccc([N+](=O)[O-])cc1,78,115,.,102,.,77,72,86
CCc1c(C)c2ccc3c(c2oc1=O)N=C(c1ccc(Br)cc1)CO3,88,111,.,101,92,104,80,89
CC(=O)c1cc(C(=O)c2ccc3c(c2)Sc2ccccc2N3)n2ccccc12,.,4.0*,5.4*,18,5.6*,25,9.4*,14
COc1ccc2c(c1)nc(N)c1c3cc(OC)c(OC)cc3cn21,.,2.7*,47,84,43,17,.,76
CC(C)=CCC/C(C)=C/C=N/NC(=O)C1CCC(=O)N1 (configuration not stated),97,106,100,109,99,97,106,103
CCOC(=O)Nc1cc(F)c(F)cc1F,107,97,98,97,97,90,110,102
COc1ccc(Oc2nc(Nc3ccc(F)cc3)ncc2NC(=O)c2cc(OC)cc(OC)c2)cc1,28,64,78,74,79,59,.,64
O=C(Nc1ccc(Cl)cc1C(=O)c1ccccn1)c1ccccc1,98,94,100,95,94,78,102,90
O=Cc1ccc(F)cc1,127,91,.,97,105,93,111,110
CCN1CCN(c2ccc3c4c(cccc24)C(=O)N(NCC(O)COc2ccc4c(C)cc(=O)oc4c2)C3=O)CC1 (configuration not stated),75,113,92,92,97,96,82,94
CC(=O)OC[C@]12CC[C@H]3[C@@H](C[C@H]4O[C@]45CC=CC(=O)[C@]35C)[C@]1(O)CC[C@@]2(O)[C@@](C)(O)C1CC(C)=C(C)C(=O)O1 (some centres not stated),5.6*,-53*,-8.9*,-15*,-20*,-27*,10,7.8*
CC(C(=O)c1cccs1)C(=O)C(F)(F)F (configuration not stated),.,118,96,92,102,102,94,100
CC1CNC(=S)SSC(=S)N1 (configuration not stated),102,112,120,109,118,.,101,97

Compounds as they come; about 14% have a hit in one of these screens.
